# Compound activity as filed in PubChem BioAssay.
# EPAC1 ag = agonists of human EPAC1; O95398; EPAC1 agonist qHTS, biochemical assay; response scale: 100% = response to 6.5 mM cAMP; Potency, µM (top dose mostly 154 µM), without a hit: top-dose activation, hits mostly activators; hit rate 0.073% among 360,000; AID 720707; also: potency is read from the fitted curve at half-maximal effect; nearly all actives have a fitted effect of over 60% in size
#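 EPAC1 100 nM, Rap1B–BODIPY-GDP 250 nM, unlabeled GDP 50 uM; compound titration; 5 min RT; kinetic read ex480/em540 at 5-min intervals ×30 min; data normalized to 6.5 mM cAMP agonist control.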
# IL-2 act = IL-2 activation; AID 652025; hit rate 0.065% among 360,000; activation, % (series mostly up to about 46 µM); IL-2 activation reporter assay, cell-based qHTS; stimulated with anti-CD3/CD4/CD28 beads; in transgenic mouse T cells; in the data active = activation above about 50%; inconclusive = mostly about 30% to 49%; also: 0% is about no effect
#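 Readout: EGFP and DsRed signals by fluorescent plate cytometry. Unstimulated transgenic mouse T cells received compound 60 min before antibody-bead stimulation, then incubated 18 h at 37 degrees C.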
# FUS yeast rescue = suppressors of FUS proteinopathy in yeast; Potency, µM (doses to about 76.6 µM), for inactives: top-dose growth rescue (activation), most hits filed as activators; S. cerevisiae FUS-expressing, growth rescue, OD600, 24 h; hit rate 0.24% among 390,000;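 also: potency is read from the fitted curve at half-maximal effect; plate controls were DMSO vehicle for no effect and reference control for full effect; nearly all actives have a fitted effect of over 55% in size; some results filed as inactive show a strong effect at the top dose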
#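 Compound concentration series was pinned onto galactose-induced FUS-expressing yeast seeded at OD 0.005. Plates sat 24hr at 30C; absorbance at 600 nm gave growth. DMSO served as background control.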
# WRN helicase inh = blocks human WRN helicase; Q14191; WRN helicase unwinding, fluorescent forked duplex, kinetic; Potency, µM (titrated, usually from 114 µM), for inactives: at the top dose activity change, negative = inhibition, hits mostly inhibitors; hit rate 0.46% among 360,000; AID 651768; also: potency is read from the fitted curve at half-maximal effect; % is scaled to controls: 0 for no effect and ±100 for the full control effect; nearly all actives have a fitted effect of over 55% in size
#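 Primary qHTS, 1536-well format. 20 nM WRN + compound, 15 min RT; start with 100 nM forked fluorophore/quencher duplex, 2 mM ATP (final); kinetic read ex 525/em 598 nm.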
# Abeta yeast res = restores growth of yeast expressing A-beta42 peptide; yeast expressing A-beta42, growth rescue, OD600, 48 h; response scale: 0% DMSO, 100% iron-clioquinol control; AID 1347071; hit rate 0.063% among 410,000; Potency, µM (titrated, usually from 46.1 µM), for inactives: at the top dose growth rescue, actives largely listed as activators; also: potency is read from the fitted curve at half-maximal effect; nearly all actives have a fitted effect of over 55% in size
#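 Yeast A-beta toxicity model in growth medium with pinned compounds, 48 h at 30 C; growth read as absorbance at 600 nm. Normalized to FeCl3/clioquinol equimolar mix (positive) and DMSO (negative).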
# PLK1 PBD block = blocks phosphopeptide binding to human PLK1 polo-box domain. Potency, µM, for the others: max response, negative = inhibition, hits mostly inhibitors. hit rate 2.8% among 360,000. P53350. Plk1 PBD binding of FITC phosphopeptide, fluorescence polarization; also: potency is read from the fitted curve at half-maximal effect; series mostly up to about 57 µM; % is scaled to controls: 0 for no effect and ±100 for the full control effect; nearly all actives have a fitted effect of over 65% in size
# Target sequence (P53350 whole entry, looked up, the tested form may be a part): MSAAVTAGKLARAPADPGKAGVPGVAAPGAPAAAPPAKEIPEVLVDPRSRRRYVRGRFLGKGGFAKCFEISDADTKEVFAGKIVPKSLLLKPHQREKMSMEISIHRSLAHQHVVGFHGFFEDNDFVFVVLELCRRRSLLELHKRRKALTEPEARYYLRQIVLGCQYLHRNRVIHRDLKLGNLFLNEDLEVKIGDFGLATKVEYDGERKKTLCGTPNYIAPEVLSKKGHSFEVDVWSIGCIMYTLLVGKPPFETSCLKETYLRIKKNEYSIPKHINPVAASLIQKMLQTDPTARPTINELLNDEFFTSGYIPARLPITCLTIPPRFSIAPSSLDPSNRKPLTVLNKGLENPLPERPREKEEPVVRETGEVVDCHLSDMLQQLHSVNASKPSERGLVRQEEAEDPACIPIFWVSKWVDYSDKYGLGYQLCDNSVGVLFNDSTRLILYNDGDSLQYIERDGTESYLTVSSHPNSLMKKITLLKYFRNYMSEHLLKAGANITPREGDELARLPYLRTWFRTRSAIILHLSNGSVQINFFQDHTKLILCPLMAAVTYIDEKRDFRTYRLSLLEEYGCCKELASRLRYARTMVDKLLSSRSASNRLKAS
# EPAC1 antagonist = blocks human EPAC1 exchange factor; hit rate 0.14% among 360,000; Potency, µM (top dose mostly 115 µM), for the others: at the top dose activity change, negative = inhibition, hits mostly inhibitors; EPAC1 GEF assay, Rap1b-BODIPY-GDP exchange fluorescence; O95398;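 also: potency is read from the fitted curve at half-maximal effect; plate controls were vehicle for no effect and positive control for full effect; nearly all actives have a fitted effect of over 50% in size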
# PI5P4K alpha inh = blocks human PI5P4K alpha kinase activity; PI5P4Kalpha enzyme, ADP-Glo luminescence, 60 min; active compounds read low; max response, %; hit rate 1.2% among 330,000; AID 652105; active = max response of -50% or lower; inconclusive = between -30% and -50%; inactive = -30% or higher; also: value at the top dose of about 77 µM; % is scaled to controls: 0 for no effect and ±100 for the full control effect
# Target sequence (P48426 whole entry, looked up): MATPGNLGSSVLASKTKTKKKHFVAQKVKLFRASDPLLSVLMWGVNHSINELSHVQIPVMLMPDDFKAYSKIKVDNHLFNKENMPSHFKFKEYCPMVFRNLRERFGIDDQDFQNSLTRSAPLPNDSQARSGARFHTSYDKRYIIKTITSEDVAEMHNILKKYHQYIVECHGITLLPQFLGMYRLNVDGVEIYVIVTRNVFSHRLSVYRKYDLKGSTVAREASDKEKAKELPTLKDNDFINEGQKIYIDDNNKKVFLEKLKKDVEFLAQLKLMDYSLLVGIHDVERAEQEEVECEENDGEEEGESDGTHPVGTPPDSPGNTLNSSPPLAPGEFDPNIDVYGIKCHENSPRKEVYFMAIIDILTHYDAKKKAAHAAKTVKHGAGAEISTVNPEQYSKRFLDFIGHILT
#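 Human PI5P4Kalpha with substrate in 0.038 M HEPES pH 7.4, 0.28 mM EGTA, 0.1% CHAPS, 5% DMSO; reaction started with 5 microM ATP (final), 60 min at room temperature. ADP formed read by ADP-Glo luminescence.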
# The depositor's hits bear a star; ? = inconclusive; nt = no result given; [ ] = another dose, or the depositor's remark. Unless noted, calls follow the shape of the dose curve; as a rule, active = well fitted curve in the direction sought with a large enough effect; inconclusive = small, poorly fitted or top-dose-only effect, or another doubt; inactive = no such curve, though single readings can be large; an effect the other way counts as inactive or inconclusive.
SMILES,EPAC1 ag,IL-2 act,FUS yeast rescue,WRN helicase inh,Abeta yeast res,PLK1 PBD block,EPAC1 antagonist,PI5P4K alpha inh
CCOCCCNC(=O)Cn1nc(-c2ccc(OC)c(OC)c2)ccc1=O,3.0%,-1.8,-15.3%,7.6%,-0.7%,-4.6%,2.3%,0.0
Cc1ccc(CNC(=O)C(OC(=O)c2cccs2)C(C)C)cc1 (stereo unspecified),6.1%,-0.2,-13.3%,3.0%[57.1 µM],-4.8%,-21.4%,2.9%,1.2
O=C(CN1C(=O)NC2(CCc3ccccc32)C1=O)Nc1ccc(Br)cc1F (stereo unspecified),-2.5%,0.8,-40.0%,-8.4%,3.3%,1.0%,-15.3%,-0.5
CN(Cc1ccc(F)cc1)C(=O)c1cc(COc2ccc(F)cc2F)on1,-1.7%,-2.0,-6.8%,-1.5%,5.8%,3.2%,-6.9%,2.1
Cc1[nH]c(=O)nc(NN=Cc2ccc(Cl)cc2)c1C(=O)Nc1ccc(Cl)cc1,-5.4%,1.9,nt,0.8%,0.3%,-5.8%,2.2%,0.9
COc1ccc(C(O)c2nc(-c3cc(F)cc(F)c3)cs2)cc1 (stereo unspecified),10.2%,-0.5,8.2%,-9.6%,?,-5.4%,-13.4%,26.3
COc1ccccc1N1C(=NC(=O)CCc2ccccc2)SC2CS(=O)(=O)CC21 (stereo unspecified),7.2%,-1.3,22.4%,2.3%,2.3%,-7.2%,1.2%,7.8
CCN1C(=O)N[C@H](c2ccc(Br)cc2)C(C(C)=O)=C1C,0.3%,-0.1,-11.3%,5.9%,3.4%,-27.3%,2.6%,-8.9
CC(=O)NC12CC3CC(C1)CC(C(=O)Nc1ccc(C)c(S(=O)(=O)N4CCCCCC4)c1)(C3)C2,18.3%,-6.2,nt,2.8%,-1.1%,-10.2%,-4.0%,3.4
O=C(Nc1nnc(-c2ccccc2Cl)s1)C1CCN(S(=O)(=O)c2ccc(Cl)cc2)CC1,0.0%,-1.9,?,-3.4%,-12.8%,-15.2%,17.0%,15.8
CCCCCOc1ccc(CSC2=NCCN2)cc1[N+](=O)[O-],-10.9%,0.7,-5.1%,-4.7%,-12.0%,-11.6%,-8.4%,-0.6
CCc1ccc(-n2c(=O)c3c(C)c(C(=O)N(C)C)sc3n(CC(=O)NCC3CCCO3)c2=O)cc1 (stereo unspecified),7.0%,2.9,7.2%,-4.7%,6.9%,0.7%,4.5%,-7.3
O=C(CSc1ncn(-c2ccccc2)n1)N1CCN(c2ccccc2)CC1,8.6%,0.8,31.6%,-6.6%,-9.5%,-28.7%,-11.6%,10.0
Cc1ccccc1NC(=S)Nc1ccc2cn[nH]c2c1,2.3%,-1.5,2.3%,-23.8%,6.0%,-16.2%,6.7%,-5.5
Cc1cc(=O)oc(C)c1C(=O)N1CCN(Cc2ccc3c(c2)OCO3)CC1,-4.1%,-0.3,-1.2%,4.5%,1.7%,-7.7%,-6.5%,-6.5
COc1ccc(/C=C/C(=O)OCC(=O)c2c[nH]c3ccccc23)cc1,12.6%,-0.7,-16.2%,-4.2%,11.4%,-2.5%,4.7%,-2.0
COc1cc(NC(=O)c2ccccc2)c(OC)cc1NC(=O)CN1C(=O)NC2(CCCCC2)C1=O,-3.9%,0.3,39.3%,11.8%,9.5%,1.3%,9.2%,-6.7
CC(C)(C)Nc1nc(NN)nc(NC(C)(C)C)n1,4.1%,-0.1,22.4%,0.1%,-13.3%,-7.1%,-14.2%,0.6
CC(C)N(C)c1ncnc2c1ncn2[C@H]1CN(Cc2cccnc2)C[C@@H](CO)O1,7.9%,-0.7,4.2%,-1.5%,7.7%,0.8%,4.8%,6.8
COCCNC(=O)C1(C)CCN(C(=O)c2cc(C(C)(C)C)nn2C)C1 (stereo unspecified),8.6%,-0.5,-8.5%,6.7%,-13.5%,-1.7%,6.4%,-0.3

# In the list so far, 2 contain a Cl atom:
SMILES,EPAC1 ag,IL-2 act,FUS yeast rescue,WRN helicase inh,Abeta yeast res,PLK1 PBD block,EPAC1 antagonist,PI5P4K alpha inh
Cc1[nH]c(=O)nc(NN=Cc2ccc(Cl)cc2)c1C(=O)Nc1ccc(Cl)cc1,-5.4%,1.9,nt,0.8%,0.3%,-5.8%,2.2%,0.9
O=C(Nc1nnc(-c2ccccc2Cl)s1)C1CCN(S(=O)(=O)c2ccc(Cl)cc2)CC1,0.0%,-1.9,?,-3.4%,-12.8%,-15.2%,17.0%,15.8

# (next part)
SMILES,EPAC1 ag,IL-2 act,FUS yeast rescue,WRN helicase inh,Abeta yeast res,PLK1 PBD block,EPAC1 antagonist,PI5P4K alpha inh
O=c1cc(O)n(-c2ccccc2)c(=S)[nH]1,0.3%,0.5,32.6%,-31.7%,-9.8%,3.36µM*,-7.4%,?
CC(=O)N1CCN(S(=O)(=O)c2ccc(Cl)cc2F)CC1,5.8%,0.4,-4.6%,5.7%,12.5%,-6.2%,2.1%,-9.2
CC(C)Cn1c(N)c(C(=O)COC(=O)c2ccc(Br)cc2)c(=O)n(C)c1=O,-5.8%,0.2,41.0%,2.1%,2.9%,1.3%,19.5%,0.1
Cc1cc(C)c(OCCCNC2CCCC2)c(Br)c1,9.6%,-0.6,-6.5%,3.4%,15.8%,1.5%,-5.1%,1.9
O=C(CCC(=O)N1CCc2ccccc21)Nc1ccccc1,4.4%,0.4,29.2%,0.7%,16.8%,-15.7%,5.8%,nt
CN(Cc1ccccc1)C(=O)Cn1c(=O)c2cccn2c2cccnc21,-6.2%,2.7,12.5%,-0.6%,nt,3.5%,-3.6%,1.3
COC(=O)c1ccc2c(=O)[nH]c(CSc3nc(C)cs3)nc2c1,1.5%,0.3,38.8%,-8.8%,-26.0%,-11.2%,4.0%,-17.5
COc1cccc(Cn2cnc3c(NS(=O)(=O)c4cccc(Cl)c4Cl)c(C)c(C)cc32)c1,12.9%,-3.5,?,-2.3%,15.1%,-4.9%,0.9%,0.2
Cn1c(SCC(=O)N2CCc3ccccc3C2)nnc1-c1cccs1,0.2%,-1.3,6.9%,4.6%,-11.1%,-20.0%,2.6%,-0.9
CCOC(=O)C1CCCN(c2oc(-c3ccc(F)cc3)nc2C#N)C1 (stereo unspecified),-2.3%,0.8,-35.2%,-0.9%,2.0%,7.8%,-4.1%,-0.9

# Quoted at random: 2 entries already listed.
SMILES,EPAC1 ag,IL-2 act,FUS yeast rescue,WRN helicase inh,Abeta yeast res,PLK1 PBD block,EPAC1 antagonist,PI5P4K alpha inh
COC(=O)c1ccc2c(=O)[nH]c(CSc3nc(C)cs3)nc2c1,1.5%,0.3,38.8%,-8.8%,-26.0%,-11.2%,4.0%,-17.5
CC(=O)N1CCN(S(=O)(=O)c2ccc(Cl)cc2F)CC1,5.8%,0.4,-4.6%,5.7%,12.5%,-6.2%,2.1%,-9.2

# Continued:
SMILES,EPAC1 ag,IL-2 act,FUS yeast rescue,WRN helicase inh,Abeta yeast res,PLK1 PBD block,EPAC1 antagonist,PI5P4K alpha inh
Cc1ccc(CN2C(=O)CCC2C(=O)NCCN2CCN(c3cccc(Cl)c3)CC2)cc1 (stereo unspecified),-3.5%,-4.6,12.5%,1.8%,3.3%,-1.1%,-5.3%,2.0
Cc1ccc(C(=O)CC2(O)C(=O)N(CCc3ccccc3)c3ccc(Br)cc32)o1 (stereo unspecified),15.6%,-5.9,?,-34.5%,-5.7%[9.22 µM],-21.7%,-22.9%,-16.7
Cc1cc(=O)oc(C)c1C(=O)NCCN(C)Cc1ccccc1,4.8%,1.0,13.9%,-27.2%,2.3%,-8.5%,6.7%,-4.6
COc1ccc(NC(=O)CSc2ccc(-c3cccnc3)nn2)cc1,0.7%,0.0,1.8%,-26.7%,15.5%,-3.1%,4.8%,-9.0
Cc1nc(C)c(Oc2cccc(C(F)(F)F)c2)c(=O)[nH]1,1.8%,0.0,-9.4%,1.6%,-10.8%,-11.2%,-1.1%,0.0
CCCCCNC(=O)C(=O)C1C(=O)Nc2ccccc21 (stereo unspecified),1.8%,-0.1,-6.1%,-2.6%,-19.6%,-10.3%,-24.3%,-0.2
CCCN(CCC)Cc1cc(=O)oc2cc(OC)ccc12,-5.2%,-0.7,-18.1%,4.6%,-9.6%,-4.7%,-19.0%,-0.2
CN(C)CCN(Cc1cc2cc3c(cc2[nH]c1=O)OCO3)C(=S)NCC1CCCO1 (stereo unspecified),-4.5%,0.5,-11.3%,-11.8%[57.1 µM],-6.0%,-5.2%,-8.4%,0.5
CCN1C(=O)[C@H]2[C@@H](c3ccc(-c4ccc(C(C)=O)cc4)c(OC)c3)N[C@@](Cc3ccccc3)(C(=O)OC)[C@H]2C1=O,-0.9%,-4.5,?,-4.0%,-4.7%,-14.4%,-6.0%,13.5
CC(=O)NC(CSc1cc(C)nc2ccc(Br)cc12)C(=O)O (stereo unspecified),14.2%,-0.8,4.0%,-4.8%,-5.5%,-5.9%,10.6%,3.6
CCN(CC)C(=O)C1CCN(S(=O)(=O)c2ccc(C3CNC(=O)C3)cc2)CC1 (stereo unspecified),0.1%,-3.2,-4.8%,1.7%,-5.2%,-6.0%,-13.1%,-4.4
Cc1cccc(C)c1NC(=O)C1(C)CN(S(C)(=O)=O)CC(=O)N1Cc1ccco1 (stereo unspecified),-13.8%,0.0,-3.9%,6.6%,-2.5%,-1.6%,11.5%,3.3
COc1ccc2c(c1)OC13CCN(C)CC1C2C(C(=O)c1ccc(F)cc1)C(=O)N3 (stereo unspecified),-8.7%,2.7,-12.5%,-2.9%,-9.9%,-4.9%,7.1%,-0.6
CCOC(=O)C1=C(CSc2nccn2C)NC(=O)NC1c1ccc2c(c1)OCO2 (stereo unspecified),1.3%,-4.4,nt,-16.3%,7.9%,-8.7%,7.3%,1.7
COc1cc(C(=O)O/N=C2\C=CC(=O)C=C2C)cc(OC)c1OC,-2.2%,-2.3,2.2%,1.8%,13.2%,?,19.0%,-7.8
O=C(COc1ccc2ccccc2c1)NCCc1ccc2c(c1)OCCO2,12.1%,-4.7,35.7%,-12.4%,1.6%,1.1%,-12.4%,21.9
CCCCNC(=O)c1onc(CSc2ccc(F)cc2)c1C(=O)O,-10.0%,2.1,-13.2%,-4.7%,-16.7%,-16.9%,-6.8%,?
COc1cccc(NC(=O)COC(=O)C2CCN(S(=O)(=O)c3cccs3)CC2)c1,22.1%,0.8,35.3%,4.3%,13.3%,-6.3%,5.2%,4.3
CC(=O)Nc1ccc(CN2CCN(CCc3ccccc3)C(CCO)C2)cc1 (stereo unspecified),-8.3%,-0.7,-4.2%,-10.1%,12.8%,-12.2%,-6.4%,-0.1
O=C(CSc1ccc2nnc(-c3cccnc3)n2n1)Nc1ccc(F)cc1,-23.4%,-1.0,10.0%,-29.5%,-3.5%,-20.7%,2.5%,5.3
